# Compound activity from PubChem.
# PfG6PD inh – PfG6PD (Plasmodium falciparum) enzyme inhibition. PfGluPho enzyme, NADPH resazurin-diaphorase fluorescence. inhibition, % at 20 µM. 350,000 tested, 0.78% active. AID 504690;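 active = inhibition reaching at least a set limit at 20 µM in the primary screen, cut at about 59% in these data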;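 also: 0% = DMSO wells with substrate and 100% = DMSO wells lacking glucose-6-phosphate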
# SENP7 inh – inhibitors of human SENP7 protease; recombinant SENP7, Z-RLRGG-aminoluciferin luminescence, 40 min; inhibition, % at 5 µM; 330,000 tested, 1.5% active;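 active = inhibition above about 50% at the single test dose, limit read from the data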;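 also: plate controls were DMSO with enzyme for no effect and no enzyme buffer wells for full effect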
# SENP8 block-1 – inhibitors of human SENP8 protease | recombinant SENP8, Nedd8 substrate fluorescence | Q96LD8 | AID 602440 | 360,000 tested, 0.64% active | inhibition, % at 20 µM; in the data active = inhibition mostly above about 40%, no sharp cut-off; inactive = mostly below about 27%
# Target sequence (Q96LD8 whole entry, looked up): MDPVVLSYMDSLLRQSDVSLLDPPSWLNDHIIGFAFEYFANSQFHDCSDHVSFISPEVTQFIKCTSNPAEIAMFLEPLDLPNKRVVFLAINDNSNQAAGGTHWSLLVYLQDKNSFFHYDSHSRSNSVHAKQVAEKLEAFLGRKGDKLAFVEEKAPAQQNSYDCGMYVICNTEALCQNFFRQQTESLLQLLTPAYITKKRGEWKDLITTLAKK
# SENP1 inh – SENP1 (human) catalytic domain inhibition; Q9P0U3; recombinant SENP1 catalytic domain, CyPet-SUMO1-YPet FRET cleavage; inhibition, % at 10 µM; 360,000 tested, 0.21% active; AID 624204;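 active = inhibition at least 30% at 10 µM, raw YFP signal under a set limit, fluorescence ratio 0.5 to 1.5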;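 also: 0% = enzyme with DMSO and 100% = no enzyme wells; some results filed as inactive read as strong as hits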
# Target sequence (Q9P0U3 419-644 limits assumed): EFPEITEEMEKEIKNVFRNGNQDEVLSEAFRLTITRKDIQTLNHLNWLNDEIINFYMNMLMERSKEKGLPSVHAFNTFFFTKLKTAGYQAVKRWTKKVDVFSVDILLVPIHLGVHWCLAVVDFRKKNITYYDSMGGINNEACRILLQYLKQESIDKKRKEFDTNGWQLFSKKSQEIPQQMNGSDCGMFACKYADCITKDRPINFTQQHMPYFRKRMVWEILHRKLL
#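 system = hSENP1 catalytic domain, recombinant | reagent = SFCypet-SUMO1-SFYpet substrate at 25 nM | doses = one dose per compound, 10 µM, 0.5% DMSO | incubation = enzyme reaction for 50 min at room temperature, dark | measured by = FRET, CFP and YFP emission | controls = no-enzyme low, enzyme-DMSO high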
# UBC13 polyUb – inhibitors of human UBC13 polyubiquitin chain formation | P61088 | inhibition, % at 20 µM | 330,000 tested, 0.47% active | AID 485273 | TR-FRET; in the data active = inhibition above about 45%, passing the limit was not always enough
# Target sequence (P61088 whole entry, looked up): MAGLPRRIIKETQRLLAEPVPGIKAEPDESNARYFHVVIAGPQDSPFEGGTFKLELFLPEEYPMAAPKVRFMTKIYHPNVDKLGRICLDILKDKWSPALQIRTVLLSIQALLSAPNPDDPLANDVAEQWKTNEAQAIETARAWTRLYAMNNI
# HKDC1 inh – blocks human hexokinase HKDC1 activity | recombinant HKDC1, G6PDH/diaphorase resazurin coupled fluorescence | AID 493160 | inhibition, % at 20 µM | 340,000 tested, 0.16% active | Q2TB90;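 active = inhibition above about 35% when tested at 20 µM, limit read from the data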;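 also: plate controls were DMSO wells with enzyme for no effect and DMSO wells lacking enzyme for full effect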
#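 Test system: Recombinant HKDC1 (HK5) hexokinase enzyme, produced in-house | Input: HKDC1 at 5 µg/mL | Buffer or medium: Tris pH 8.0 buffer with MgCl2, Tween-20, BSA, BME | Schedule: 90 min reaction incubation at room temperature, dark | Technique: Resazurin-to-resorufin fluorescence via G6PDH and diaphorase coupling, 525/613 nm | Controls: DMSO wells with and without enzyme mix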
# SENP8 block-2 – inhibitors of human SENP8 protease. AID 2540. purified SENP8, Z-RLRGG-aminoluciferin cleavage, luminescence. inhibition, % at 10 µM. 330,000 tested, 1.2% active. Q96LD8; in the data active = inhibition above about 50%
# SENP6 block – inhibitors of human SENP6 protease; Q9GZR1; Recombinant SENP6 catalytic domain, aminoluciferin luminescence; inhibition, % at 10 µM; 330,000 tested, 1.8% active;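 active = inhibition above about 50% at the single tested dose, limit read from the data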;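 also: plate controls were DMSO wells with enzyme for no effect and DMSO wells lacking enzyme for full effect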
# Target sequence (Q9GZR1 628-1112 limits assumed): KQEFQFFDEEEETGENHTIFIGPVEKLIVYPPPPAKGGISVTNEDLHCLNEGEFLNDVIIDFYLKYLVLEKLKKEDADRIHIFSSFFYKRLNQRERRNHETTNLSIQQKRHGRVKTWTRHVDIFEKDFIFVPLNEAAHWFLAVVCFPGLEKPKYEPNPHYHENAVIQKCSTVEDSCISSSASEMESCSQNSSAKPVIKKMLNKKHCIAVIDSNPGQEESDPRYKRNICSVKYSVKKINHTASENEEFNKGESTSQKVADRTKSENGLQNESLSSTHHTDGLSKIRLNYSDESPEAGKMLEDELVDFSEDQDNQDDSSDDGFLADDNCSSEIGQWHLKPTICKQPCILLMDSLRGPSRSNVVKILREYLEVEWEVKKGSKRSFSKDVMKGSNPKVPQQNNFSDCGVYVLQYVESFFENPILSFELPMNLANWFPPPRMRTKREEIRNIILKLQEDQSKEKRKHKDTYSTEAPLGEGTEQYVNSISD
# beta cell repl – inducers of beta-cell replication in MIN6 cells; MIN6 cells proliferation, ATPlite luminescence, 48 h; cells starved in 0.2% serum; 100% = growth in 10% serum; proliferation, % at 10 µM; 330,000 tested, 0.29% active; AID 2380;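 active = compounds whose signal lies at least 3.5 SD above the mean of all wells on their plate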;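 also: 0% = DMSO-treated cells in low-serum medium and 100% = 10% serum control; some compounds called inactive have numbers as strong as hits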
# * = called active by the depositor; . = no result given; & = joins results of further samples. Random draw from the library; any-hit rate near 4%.
SMILES,PfG6PD inh,SENP7 inh,SENP8 block-1,SENP1 inh,UBC13 polyUb,HKDC1 inh,SENP8 block-2,SENP6 block,beta cell repl
S=C(NCc1ccco1)N1CCC(c2nc3ccccc3o2)CC1,0,8,0,0,2,3,-3,-4,0
O=C(COC(=O)c1ccc(O)cc1)NC(c1ccccc1)c1ccccc1,1,-4,-1,0,3,-3,-11,-24,-6
CN(CC(=O)Nc1ccc(F)cc1)C(=O)CN1C(=O)NC2(CCCC2)C1=O,-4,3,10,1,-9,-9,0,4,2
CC1Cc2ccccc2N1C(=O)c1cc2sccc2n1Cc1ccc(F)cc1 (stereo not given),21,4,14,-15,8,4,3,-12,-3
CS(=O)(=O)N(CC(=O)Nc1ccc(CC#N)cc1)c1ccc(C23CC4CC(CC(C4)C2)C3)cc1,16,10,8,1,-8,14,-9,-2,-5
CCc1ccc(N2C(=O)C3C4CCC(C4=C(C)C)C3C2=O)cc1 (stereo not given),19,3,10,3,2,-6,-5,5,-1
CCC1=NN(C(=O)Cc2ccc([N+](=O)[O-])cc2)C(O)(C(F)(F)F)C1 (stereo not given),-13,-1,20,3,-1,3,0,-9,-1
COc1ccc(CNC(=O)[C@@H]2CC=C[C@@H]3CCN(C4CCCCC4)C(=O)[C@@H]32)cc1,-7,4,3,2,2,-6,7,5,1
CCOC1=C/C(=C/c2c(N)n3nc(CC(=O)N4CCCC4)sc3nc2=O)C=CC1=O,2,6,0,-20,-34,5,2,-2,0
Cc1cc(S(=O)(=O)N2CCOCC2)ccc1OCC(=O)N1CCC(C(N)=O)CC1,-3,1,10,-1,2,-3,-3,-14,-2
CCCCNC(=O)c1onc(CSc2cc(C)ccc2C)c1C(=O)O,15,-1,18,2,-8,-5,-4,5,8
CCOCCn1c(SC)nc2c1c(=O)[nH]c(=O)n2C,35,-5,20,0,-17,1,-6,-16,-2
C1CC(=NN=C2CCSCC2)CCS1,-10,.,10,4,.,-7,.,.,.
c1ccc(CNC23CC4CC(CC(C4)C2)C3)nc1,-10,4,12,2,-2,-10,-7,-45,1
Cc1cc(Cl)c(S(=O)(=O)N2CCSCC2)cc1OCC(N)=O,-3,-1,24,-1,2,-1,-2,-8,-3
CCCS(=O)(=O)N1CCN(C(=O)COc2ccc(OC)cc2)CC1,-2,1,11,2,-2,-5,1,2,-2
CC(C)CCNC(=O)c1cc(-c2ccncc2)nc2ccc(S(=O)(=O)N3CCOCC3)cc12,-27,-3,6,1,-2,-7,13,5,-1
COCC(C)n1c(SCC(=O)NC(=O)NC2CCCC2)nc2ccccc2c1=O (stereo not given),4,8,7,1,-4,3,2,2,1
CCN(C(=O)COC(=O)CCCc1c[nH]c2ccccc12)c1c(N)n(Cc2ccccc2)c(=O)[nH]c1=O,-11,.,3,1,.,1,.,.,.
CN(CCOc1ccc(Cl)cc1)C(=O)c1cc(S(=O)(=O)N2CCOCC2)ccc1N1CCCC1,16,-5,9,1,-7,0,-6,-15,-2
CN(CC(=O)N1CCN(C2CCCCC2)CC1)S(=O)(=O)c1cccc2nsnc12,-10,3,19,3,0,6,0,4,-3
CCN1C[C@@H]2[C@@H]3C(=O)N(Cc4ccccc4)C(=O)[C@@H]3[C@](Cc3ccccc3)(C1=O)N2C(=O)c1ccc(C(F)(F)F)cc1,3,.,4,1,.,-5,.,.,.
Cc1ccc(C(=O)N(CC(=O)NC2CCCCC2)c2ccccc2C)s1,-6,-9,10,3,-2,4,-4,-23,1
CCOc1ccc2[nH]c3c(N4CCN(C(=O)c5ccco5)CC4)ncnc3c2c1,28,0,-436,-11,14,11,2,-6,-3
CCCCNc1c(-c2ccc(OC)c(SC(C)CC)c2)nc2ccc(C)cn12 (stereo not given),37,-4,-494,-85&-65,37,4,-8,-9,-6

# An excerpt of these results, as tab-separated lines:
Molecule	PfG6PD inh	SENP7 inh	SENP8 block-1	SENP1 inh	UBC13 polyUb	HKDC1 inh	SENP8 block-2	SENP6 block	beta cell repl
CCN(C(=O)COC(=O)CCCc1c[nH]c2ccccc12)c1c(N)n(Cc2ccccc2)c(=O)[nH]c1=O	-11	.	3	1	.	1	.	.	.
CN(CCOc1ccc(Cl)cc1)C(=O)c1cc(S(=O)(=O)N2CCOCC2)ccc1N1CCCC1	16	-5	9	1	-7	0	-6	-15	-2
CN(CC(=O)N1CCN(C2CCCCC2)CC1)S(=O)(=O)c1cccc2nsnc12	-10	3	19	3	0	6	0	4	-3
CCN1C[C@@H]2[C@@H]3C(=O)N(Cc4ccccc4)C(=O)[C@@H]3[C@](Cc3ccccc3)(C1=O)N2C(=O)c1ccc(C(F)(F)F)cc1	3	.	4	1	.	-5	.	.	.

# (cont.)
SMILES,PfG6PD inh,SENP7 inh,SENP8 block-1,SENP1 inh,UBC13 polyUb,HKDC1 inh,SENP8 block-2,SENP6 block,beta cell repl
CCc1cc(C(=O)O)c(NC(=O)/C=C/c2ccc(OC)cc2)s1,-8,-4,-12,0,-2,10,-3,4,-4
O=C(O)Cc1ccc(NC(=O)c2ccc3c(c2)C(=O)N(Cc2ccco2)C3=O)cc1,2,0,9,3,-11,-4,5,-20,-4
CC(=O)N1CCCc2cc(S(=O)(=O)NC(C(=O)NC3CCCCC3)C(C)C)ccc21 (stereo not given),-14,4,11,2,11,6,2,-18,-1
CCOC(=O)C1=C2c3cc(OC)c(OC)cc3CC(C)(C)N2C(=O)C1=O,-17,1,9,-6,3,5,-5,-7,2
CC(=O)Nc1ccc(S(=O)(=O)N(C)CC(=O)OC(C)C(=O)NC2CCCCC2)cc1 (stereo not given),-20,3,6,1,1,0,7,-3,3
C/C(=N/NC(=O)c1ccc2c(c1)OCCO2)c1ccc([N+](=O)[O-])cc1,3,1,8,1,0,-4,-2,-5,-2
Cc1cccc(NC(=O)c2sc3nc(-c4ccccc4)cn3c2C)n1,61*,7,-82,10,6,-7,-1,-6,-2
CCCCn1c(SCC(=O)NCc2ccc(OC)c(C(=O)O)c2)nc2cc(S(N)(=O)=O)ccc21,4,6,5,-2,3,-4,-2,1,-1
COc1cccc(CNc2nc(-c3cccnc3)nc3ccccc23)c1,5,-4,-51,0,53*,6,-7,-8,-4
O=C(Nc1cccc(-c2nc3ncccc3o2)c1)c1ccccc1,-7,-8,-10,0,13,11,-7,-30,1
O=C(COC(=O)c1cc(C(F)(F)F)cc(C(F)(F)F)c1)NCc1ccc(Cl)cc1,-5,6,11,2,5,-3,2,-6,0
CCCCNC(=S)NCc1ccc2[nH]c3c(c2c1)CCCC3,22,2,-14,-15,13,-1,-1,0,-6
Cc1cc(=O)oc(C)c1C(=O)OCC(=O)c1ccc(Cl)c(Cl)c1,7,-4,0,5,2,-5,7,-19,0
CC1CCC2(CC1)NC(=O)N(CC(=O)Nc1cccc(C#N)c1)C2=O (stereo not given),-2,10,5,1,3,3,3,3,-3
CCCn1c(N)c(C(=O)COC(=O)CCNS(=O)(=O)c2ccccc2F)c(=O)[nH]c1=O,-9,-9,10,-7,-1,-4,-12,-4,-3
COc1ccc(CN(C(=O)c2cc3ccccc3oc2=O)C2CCS(=O)(=O)C2)cc1 (stereo not given),-11,-1,2,-1,0,-6,-1,-3,-1
O=C(CN(c1ccc(Cl)c(Cl)c1)S(=O)(=O)c1ccccc1)N1CCc2ccccc2C1,-10,-11,22,1,1,-1,-12,-21,-5
Nc1nnc(C(F)(F)F)s1,-17,4,9,1,11,2,2,-32,-2
COCCN(C(=O)CCC(=O)Nc1cc(C)on1)C(C(=O)NC(C)(C)C)c1ccc(OC)cc1 (stereo not given),-8,-9,13,-1,-9,-9,-12,1,0
CN(Cc1ccccc1)c1nc(N)nc(Cl)c1C=O,6,9,15,-2,8,6,-4,-5,-4
Cc1cccc(NC(=O)CN(C)C(=O)C2CC2)c1C,-11,-1,7,3,6,-5,0,0,0
CC(C)c1ccccc1NS(=O)(=O)N(C)C,-3,-8,16,3,-7,1,-5,2,1
O=C1c2ccccc2C(=O)N1c1ccc(Cl)cn1,5,0,11,-2,-12,0,-14,-24,-4
N#Cc1ccc(CN2CCN(C(=O)c3ccc(S(=O)(=O)NCc4ccco4)cc3)CC2)cc1,-22,-3,-1,2,-14,-2,2,0,0
CC(C)c1ccc(OC(=O)NCCO)cc1,-9,0,11,3,2,4,-2,-12,0

# Next section.
SMILES,PfG6PD inh,SENP7 inh,SENP8 block-1,SENP1 inh,UBC13 polyUb,HKDC1 inh,SENP8 block-2,SENP6 block,beta cell repl
CC(=O)NC1C(=O)N=C(SCC(=O)Nc2ccc(C(F)(F)F)cc2Cl)NC1=O (stereo not given),-10,5,5,-2,6,-15,2,-3,5
COCCCNCCOCCOc1ccc(Cl)cc1C(C)(C)C,10,4,18,3,29,-1,-3,-6,-3
C/C(=N\O)c1ccc2c(c1)OCCO2,-12,2,13,2,4,9,4,2,-2
COCCNC(=O)COC(=O)c1ccc(OCC(=O)Nc2ccccc2OC)c(OC)c1,0,-5,12,3,11,-8,-7,-21,0
CCC(C)(C)n1nnnc1C(C(C)C)N1CCN(C(=O)c2ccco2)CC1 (stereo not given),-1,5,3,1,6,-8,-5,15,2
CCOc1nc(SCCOc2ccc(Cl)cc2Cl)nc(N(C)C)n1,14,-12,20,1,-12,8,-10,-4,-5
O=C(O)C1CCCCC1C(=O)NCCCN1CCCC1=O (stereo not given),-16,-3,7,0,3,4,-5,-1,-4
O=C1C2C(c3cccc(/C=C/c4ccccc4)c3)CC=CC2C(c2ccc(C(F)(F)F)cc2)N1Cc1ccccc1 (stereo not given),-6,3,-75,-1,-20,-1,3,-4,-7
COc1ccc(NC2CCCN(C(=O)c3ccc(C)nc3)C2)cc1 (stereo not given),15,-11,13,2,2,-5,-5,0,0
Cc1nc2ccc(NC(=O)c3ccc([N+](=O)[O-])cc3)cc2s1,7,-6,9,0,-9,10,-18,-27,-3
CC(NC(=O)C1CCC(C(C)(C)C)CC1)C(c1ccccc1)N1CCOCC1 (stereo not given),-3,-7,9,-2,1,1,-8,11,-2
CC(C)(C#N)c1cc(Cn2cncn2)cc(C(C)(C)C#N)c1,.,7,.,.,0,.,4,-12,-1
CCOC(=O)c1c(-c2ccccc2)cn2c(C)cc(C)nc12,-3,-5,-391,-15,13,13,33,25,-1
O=C(OC(C(=O)NCc1ccccc1)c1ccccc1)c1ccco1 (stereo not given),-20,3,16,2,2,-3,-8,-2,4
C=CCn1c(SCC(=O)Nc2sccc2C(N)=O)nc2sc(C)c(C)c2c1=O,-14,-3,12,-4,1,4,-6,-22,-1
COc1ccc(OCc2n[nH]c(=S)n2-c2ccc(C)cc2)cc1,38,0,11,2,3,4,4,-1,-2
CCNC(=O)/C(C#N)=C/c1c(N2CCN(C)CC2)nc2c(C)cccn2c1=O,-5,5,-239,-63,-13,1,9,-6,1
CC(=O)c1c(C)[nH]c(C(=O)OCC(=O)NCCc2ccc(Cl)cc2)c1C,-13,-2,12,0,-5,-7,-6,-2,0
COc1cc(/C=C2\SC(=S)N(CC(=O)Nc3cccnc3)C2=O)cc(OC)c1OC,7,6,16,12,-1,0,-4,-8,-3
Cc1c(NC(=O)COC(=O)C(c2ccc(Cl)cc2)C(C)C)c(=O)n(-c2ccccc2)n1C (stereo not given),-5,-4,13,-1,4,-4,2,3,1
O=C(NC(=S)NCc1cccnc1)c1ccccc1F,-12,6,6,-1,2,0,-2,2,0
Nc1ccc(S(=O)(=O)NNC(=O)C(=O)NNc2ccccn2)cc1,16,9,10,1,93*,-18,1,-2,-3
Cc1cccc(NC(=O)Cn2nc(-c3ccco3)ccc2=O)c1C,-8,-5,-262,2,5,-4,2,-16,-2
